Kir21 inh: inhibitors of mouse Kir2.1 inward-rectifier potassium channel; HEK293-Kir2.1, FluxOR thallium flux fluorescence; hits give low values; B-score at 10 µM; hit rate 0.85% among 310,000;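 active means fluorescence ratio B-score at or below minus 3 SD of library scores, with starting-brightness B-score within 2 SD, cut at about -4.2 in these data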;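 further: channel flux triggered by added potassium and thallium sulfate stimulus; B-score of peak minus minimum fluorescence over baseline after thallium stimulus; more negative B-score means stronger Kir2.1 block with less thallium influx; some compounds called inactive have numbers as strong as hits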
Target sequence (P35561 whole entry, looked up): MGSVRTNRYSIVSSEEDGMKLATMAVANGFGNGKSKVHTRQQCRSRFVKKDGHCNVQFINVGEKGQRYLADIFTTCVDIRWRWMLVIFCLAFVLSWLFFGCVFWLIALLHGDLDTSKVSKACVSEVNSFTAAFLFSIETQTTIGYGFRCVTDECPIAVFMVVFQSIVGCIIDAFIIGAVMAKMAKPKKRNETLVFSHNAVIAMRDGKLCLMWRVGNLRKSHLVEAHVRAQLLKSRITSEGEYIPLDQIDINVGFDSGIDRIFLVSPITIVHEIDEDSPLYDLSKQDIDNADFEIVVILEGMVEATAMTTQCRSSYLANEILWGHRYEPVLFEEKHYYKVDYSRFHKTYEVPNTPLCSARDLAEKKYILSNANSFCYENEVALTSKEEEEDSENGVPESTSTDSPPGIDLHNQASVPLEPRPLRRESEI
CHT block: inhibits the human high affinity choline transporter. CHT-expressing cells, membrane potential dye, choline response; hits give low values. B-score at 10 µM. hit rate 0.86% among 310,000. AID 488975;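 active means B-score over 3 SD under the library average, and starting fluorescence ratio not unusually high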;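 further: choline stimulus applied at its EC90 after an EC20 pre-addition; B-score computed on integrated fluorescence ratio after choline addition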
Target sequence (Q9GZV3 whole entry, looked up): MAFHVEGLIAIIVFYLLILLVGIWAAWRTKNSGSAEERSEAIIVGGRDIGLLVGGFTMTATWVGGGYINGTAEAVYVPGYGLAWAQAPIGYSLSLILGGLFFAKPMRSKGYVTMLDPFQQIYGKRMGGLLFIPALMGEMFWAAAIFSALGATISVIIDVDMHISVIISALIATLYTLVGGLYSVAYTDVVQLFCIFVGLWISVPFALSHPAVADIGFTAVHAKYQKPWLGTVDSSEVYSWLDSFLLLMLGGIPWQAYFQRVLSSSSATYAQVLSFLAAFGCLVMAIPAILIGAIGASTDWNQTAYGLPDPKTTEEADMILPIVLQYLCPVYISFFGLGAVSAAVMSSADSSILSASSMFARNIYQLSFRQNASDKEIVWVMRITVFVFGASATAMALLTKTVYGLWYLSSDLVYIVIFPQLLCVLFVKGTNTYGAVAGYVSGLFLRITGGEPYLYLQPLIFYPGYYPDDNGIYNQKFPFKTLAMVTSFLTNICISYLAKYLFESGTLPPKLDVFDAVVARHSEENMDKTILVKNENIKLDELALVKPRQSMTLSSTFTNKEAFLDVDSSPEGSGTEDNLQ
Numbers without * were called inactive; i = inactive; / = not tested or not shown.

nr	structure	Kir21 inh	CHT block
1	Cc1cc(=O)oc2ccc(OCC(=O)O)cc12	0.08	i
2	O=C(Nc1ccccc1)C1CC(=O)N(c2ccc3c4c(cccc24)CC3)C1 (stereo not given)	3.2	i
3	CC(=O)c1ccc2c(c1)OCCOCCOCCOCCOCCO2	0.43	i
4	O=C(CCCOc1ccc(Cl)cc1Cl)N/N=C/c1cccc([N+](=O)[O-])c1	1.1	i
5	CCCCN(C)CC(O)Cn1cc(/C=C/C(=O)c2ccc(OCC)cc2)c2ccccc21 (stereo not given)	-1.1	i
6	O=C(C1CCN(c2nnc(-n3cccc3)s2)CC1)N1CCN(c2cccc(C(F)(F)F)c2)CC1	0.11	i
7	Cn1ncc(Cl)c1C(=O)Nc1ccc2c(c1)CCC2	-1	i
8	CCN(CC)C(=O)CSc1nnc(-c2cnccn2)n1-c1ccc(C)cc1	0.02	i
9	COc1nc(-c2ccccc2)cc(C(F)(F)F)n1	0.74	i
10	CN(c1ccc(Cl)cc1)S(=O)(=O)c1nnc(NC(=O)C(C)(C)C)s1	1.5	i
11	O=c1cc(-c2ccccc2)nc(N2CCN(Cc3ccc4c(c3)OCO4)CC2)[nH]1	/	i
12	COC(=O)Cn1c(=O)c2c(nc3n2CC(C)CN3c2ccc(C)c(C)c2)n(C)c1=O (stereo not given)	-1.4	i
13	CCOC(=O)CN1C(=O)N[C@@H](CCc2ccccc2)[C@H](C(C)=O)[C@H]1C	1.2	i
14	CC1CCN(C2CC(=O)N(c3ccccc3)C2=O)CC1 (stereo not given)	0.06	i
15	O=C(C1=NN(c2ccccc2)C(=O)CC1)N1CCc2ccccc2C1	0.47	i
16	O=C(NCc1ccccc1)C1=C[C@@H](c2coc3ccccc3c2=O)C[C@@H](OCCCCO)O1	-0.3	i
17	C=CCc1cccc(/C=N/NC(=O)C(C)Nc2cccc(C)c2)c1O (stereo not given)	-0.05	i
18	Cn1nc(-c2ccc(OCC(N)=O)cc2)c2ccccc2c1=O	2.1	i
19	CCN[C@H]1CN(CCCOC)S(=O)(=O)c2sc(S(N)(=O)=O)cc21	/	i
20	O=C(CN1C(=O)CC(c2ccccc2)S(=O)(=O)c2ccccc21)NC1CCCC1 (stereo not given)	0.74	i
21	CC(C)CCn1c(Cl)nc2c1c(=O)n(C)c(=O)n2C	0.24	i
22	COc1ccc(C(=O)/C=C/c2cccs2)c(OC(=O)N2CCOCC2)c1	1.3	i
23	Cc1ccc(C(=O)Nc2ccc(C(=O)O)cc2)cc1S(=O)(=O)Nc1cccc([N+](=O)[O-])c1	1.3	i
24	CCN(CC)c1ccc(NC(=O)c2cncc(Br)c2)cc1	-1	i
25	O=C(CSc1nc(-c2ccc(Cl)cc2)[nH]c(=O)n1)Nc1cccc(Cl)c1	1.6	i
26	Cn1c(SCC(=O)NCC2CCCO2)nc2c(c1=O)SCC2 (stereo not given)	-0.53	i
27	CCOc1cc(/C=C2\NC(=O)NC2=O)cc([N+](=O)[O-])c1O	0.31	i
28	Cc1ccc(-c2nc(CS(=O)CC(=O)NCCC(C)C)c(C)o2)cc1 (stereo not given)	1.1	i
29	CC(C(=O)N1CCOCC1)c1ccc([N+](=O)[O-])cc1 (stereo not given)	1	i
30	CC(=O)OCCN(CCOC(C)=O)c1c(C)[nH]c(=O)[nH]c1=O	-0.03	i
31	O=C(Nc1cccnc1)c1cccs1	0.27	i
32	CN(C(=O)COC(=O)c1cccnc1Nc1ccccc1F)C1CCS(=O)(=O)C1 (stereo not given)	2.2	i
33	Nc1ccc(N2CCCCC2)c2nonc12	0.89	-7.6*
34	Cc1ccc2oc(=O)c3cc(C(=O)NCCN4CCN(C)CC4)sc3c2c1	-0.62	i
35	O=C(CSc1nc2ccccc2o1)c1ccc2c(c1)OCCO2	/	i
36	Clc1ccc(Sc2cc(N3CCOCC3)nc(-c3ccccc3)n2)cc1	0.05	i
37	CCOC(=O)C(=O)/C(=C\N(C)C)c1onc(-c2c(F)cccc2Cl)c1C(=O)OC	-0.74	i
38	CC1=C(C(=O)OC(C)C)C(c2ccc(O)cc2)NC(=O)N1 (stereo not given)	-1.9	i
39	CCCCNC(=O)c1ccc2c(SCC(=O)O)c3c(nc2c1)CCCC3	-1.6	i
40	O=C(CSc1nc2ccc(NC(=O)C3CCCCC3)cc2s1)NCC1CCCO1 (stereo not given)	-0.77	i

Grouped by structure: the entries above containing two or more sulfur atoms.
nr	structure	Kir21 inh	CHT block
10	CN(c1ccc(Cl)cc1)S(=O)(=O)c1nnc(NC(=O)C(C)(C)C)s1	1.5	i
19	CCN[C@H]1CN(CCCOC)S(=O)(=O)c2sc(S(N)(=O)=O)cc21	/	i
26	Cn1c(SCC(=O)NCC2CCCO2)nc2c(c1=O)SCC2 (stereo not given)	-0.53	i
40	O=C(CSc1nc2ccc(NC(=O)C3CCCCC3)cc2s1)NCC1CCCO1 (stereo not given)	-0.77	i

The list goes on.
nr	structure	Kir21 inh	CHT block
41	COc1ccc(C2=NOC3(CC(=O)N(c4ccc(F)cc4)C3=O)C2)cc1 (stereo not given)	-0.08	i
42	Cc1cc(NC(=O)C(C)SCC(=O)Nc2ccc(SC(F)F)cc2)no1 (stereo not given)	-0.07	i
43	CC(=O)Nc1cccc(NC(=O)c2ccco2)c1	0.19	i
44	CCOC(=O)NC1CCS(=O)(=O)C1 (stereo not given)	0.54	i
45	N/C(=N\OC(=O)c1cc([N+](=O)[O-])ccc1Cl)c1cccnc1	1.3	i
46	CCN(CC)CCN1C(=O)C(=O)/C(=C(/O)c2ccncc2)C1c1ccccc1F (stereo not given)	1.9	i
47	O=C(N/N=C/c1ccccc1)c1ccc(OCc2ccccc2)cc1	1.4	i
48	CC1(C)Cc2c(sc3ncnc(N)c23)CO1	0.08	i
49	CC1(C)COC(/C=C/c2ccc([N+](=O)[O-])cc2)=N1	1.3	i
50	COCCNC(=O)c1cc2oc3ccccc3c2n1C	-1.6	i

Three entries already listed, arranged by heavy-atom count, low to high.
nr	structure	Kir21 inh	CHT block
35	O=C(CSc1nc2ccccc2o1)c1ccc2c(c1)OCCO2	/	i
47	O=C(N/N=C/c1ccccc1)c1ccc(OCc2ccccc2)cc1	1.4	i
39	CCCCNC(=O)c1ccc2c(SCC(=O)O)c3c(nc2c1)CCCC3	-1.6	i

Next part
nr	structure	Kir21 inh	CHT block
51	COc1ccc(-c2nc(NC(=O)c3n[nH]c(=O)c4ccccc34)sc2C)cc1	0.15	i
52	COc1cc2c(=O)n(Cc3ccco3)c(=O)n(CC(=O)c3cccc(Br)c3)c2cc1OC	0.04	i
53	Cc1ccnc(NS(=O)(=O)c2ccc(NC(=O)c3ccc(Br)o3)cc2)n1	2.1	i
54	Cc1cc(-c2nc3cccnc3s2)ccc1NS(=O)(=O)c1cccs1	0.37	i
55	CC(C)=C(NC(=O)c1ccco1)C(=O)NCCc1nc2ccccc2[nH]1	-2.4	i
56	Cc1ccc(OCc2nnc(SCc3cc(=O)[nH]c4ccccc34)o2)cc1	0.98	i
57	CN(CC(=O)Nc1cccc(F)c1)C(=O)CN1C(=O)C2CC=CCC2C1=O (stereo not given)	-0.03	i
58	COc1ccc(C(=O)NCCCN2CCOCC2)cc1S(=O)(=O)N1CCCc2ccccc21	1.1	i
59	COC(=O)Nc1ncc(CN2C(=O)c3ccccc3C2=O)s1	0.64	i
60	Cc1cccc(CNC(=O)Cn2ccc3cc(S(=O)(=O)N4CCCCCC4)ccc32)c1	-1.1	i
61	CCOC(=O)C(=CNc1ccc(C(F)(F)F)cc1)C(=O)OCC	0.39	i
62	COCCNc1nc2nonc2nc1N(C)Cc1ccc(C)cc1	0.15	i
63	COC(=O)c1ccc(CSc2nnc(C)s2)cc1	1.3	i
64	CC12CN3CC(C)(CN(C1)C3c1ccc(Br)cc1O)C2 (stereo not given)	-1.1	i
65	COC(=O)c1cc(CSc2nc3ccccc3[nH]2)oc1C	-0.45	i
66	CCOC(=O)C1CCN(c2ccccc2CN2CCN(c3ccccc3OCC)CC2)CC1	0.55	i
67	COc1ccc(-c2noc(CNC(=O)C(C)Oc3ccccc3)n2)cc1 (stereo not given)	0.1	i
68	Cc1cccc(CSc2nnc(CCCCCNC(=O)OC(C)(C)C)o2)c1	-2.7	i
69	CC(CCN1C(Nc2ccccc2)=NC[C@@H]1C)c1ccccc1 (stereo not given in full)	0.09	i
70	CCN(CC)N=Nc1ccc(S(=O)(=O)N2CCSC2C(=O)O)cc1 (stereo not given)	-1.4	i
71	Cc1ccc(Sc2ccc(C(=O)N3CCOCC3)cc2[N+](=O)[O-])cc1	0.79	i
72	CC1CC(C)CN(C(=O)COC(=O)c2nn(C)c(=O)c3ccccc23)C1 (stereo not given)	-1.7	i
73	CCCCS/C(N)=N/N=C/c1ccccc1O	-1.8	i
74	CCOC(=O)COc1ccc2c(=O)c(-c3ccccc3OC)coc2c1	0.56	i
75	O=C(Nc1ccncc1)OCc1ccccc1	0.17	i
76	COCc1[nH][nH]c(=O)c1C=NCC(=O)OC	0.81	i
77	COc1ccc(NC(=O)OCC(C)C)cc1OC	1.9	i
78	O=C(c1ccc(C(F)(F)F)n(Cc2ccc(Cl)cc2)c1=O)N1CCOCC1	0.8	i
79	CC(C)c1cc(Br)ccc1OCCN1C(=O)NC(C)(C)C1=O	-1.9	i
80	CN(C)C(=O)CSc1ncccc1-c1nc2ccccc2[nH]1	-1.9	i
81	Cc1[nH]n(-c2ncc(-c3ccccc3)s2)c(=O)c1C(c1ccc(Br)cc1)C(C#N)C#N (stereo not given)	-5.6*	i
82	O=C(CN1C(=O)S/C(=C\c2ccccn2)C1=O)Nc1ccc(F)cc1	0.28	i
83	COc1ccc(CCNC(=O)c2c[nH]c3ccccc3c2=O)cc1OC	-0.95	i
84	O=C(C1=C(O)C(=O)N(CCc2ccccc2)C1c1ccncc1)c1cc2ccccc2o1 (stereo not given)	0.07	i
85	CCc1ccc(OCCSc2nc3ccccc3n2CCC(=O)O)cc1	0.73	i
86	Cc1ccc(CNC(=O)c2ccc(CS(=O)(=O)c3ccccc3C)o2)cc1	-0.07	i
87	CS(=O)(=O)N(CC(=O)NCCSCc1cccc(Cl)c1)c1ccccc1F	-0.35	i
88	Cc1cccc(NC(=O)CC2C(=O)NCCN2C(=S)Nc2ccccc2)c1 (stereo not given)	-2.9	i
89	CC(=O)c1c(C)oc2ccc(N(C(C)=O)S(=O)(=O)c3ccc(Br)cc3)cc12	-0.03	i
90	CCN1CCN(S(=O)(=O)c2ccc(S(=O)(=O)NCC3CCCO3)cc2)CC1 (stereo not given)	0.34	i
91	CC1CCCN(CCC(=O)Nc2ccc(Br)cc2)C1 (stereo not given)	1.2	i
92	Cn1ncc2nnn(-c3ccccc3)c(=O)c21	-0.29	i
93	Cc1ncoc1C(=O)NCc1ccccc1Cl	0.28	i
94	O=C(Nc1nc(-c2ccccc2)cs1)C1CCCN(S(=O)(=O)c2ccccc2)C1 (stereo not given)	-0.47	i
95	CCCn1c(SCC(=O)N(CC)CC)nnc1-c1ccncc1	1.4	i
96	Cc1cccc(C)c1NC(=O)c1nc(S(=O)(=O)Cc2ccccc2)ncc1Cl	-0.42	i
97	CCC(Oc1ccccc1)C(=O)N(Cc1ccccc1)c1ccccn1 (stereo not given)	-1.6	i
98	O=Cc1cccn1-c1cccc([N+](=O)[O-])c1	-1.1	i
99	Cc1ccc(S(=O)(=O)N2CCN(C(=O)CCn3nc(C)c(C)c3C)CC2)cc1	0.65	i
100	O=C(NCC1CCCO1)c1cc(S(=O)(=O)N2CCOCC2)ccc1Cl (stereo not given)	0.41	i

Next compounds follow:
nr	structure	Kir21 inh	CHT block
101	CCCCNC(=O)C1CCN(C(=O)C2CCN(S(=O)(=O)c3ccc(C)cc3)CC2)CC1	-0.05	i
102	CCCCC(NC(=O)c1cccc(Br)c1)C(=O)O (stereo not given)	-0.85	i
103	c1cncc(-c2nnc3n2C2(CCCCC2)Cc2ccccc2-3)c1	0	i
104	OC1CCCN(c2ncnc3c2nnn3Cc2c(F)cccc2Cl)C1 (stereo not given)	-0.98	i
105	CC(=O)c1cc(CC(=O)N2CCc3c([nH]c4ccccc34)C2c2ccccn2)cs1 (stereo not given)	-1	i
106	CC(=O)NN1C(=O)c2ccc3c4c(ccc(c24)C1=O)C(=O)N(NC(C)=O)C3=O	-0.45	i
107	Cc1cc(C)n(-c2ccc(C(=O)OCC(=O)c3ccc(Br)s3)cc2)n1	1.1	i
108	CC(=O)NC(c1ccccc1)c1nc2ccccc2[nH]1 (stereo not given)	-0.38	i
109	O=C(CSc1nnc2c(n1)[nH]c1ccc(F)cc12)OCc1ccccc1	-1.1	i
110	NC(=O)CN1CCOCCN(CC(N)=O)CCOCC1	1	i
111	O=c1[nH]c2cc3c(cc2cc1C(c1nnnn1Cc1ccccc1)N1CCCCCC1)OCCO3 (stereo not given)	-1.7	i
112	COCCn1c(=NC(=O)CSCC(=O)N2CCOCC2)sc2ccccc21	0.15	i
113	COc1cccc(-c2nc(CS(=O)CC(=O)NCCCOC(C)C)c(C)o2)c1 (stereo not given)	-0.81	i
114	CCc1cccc(NC(=O)c2ccc(Cn3c(=O)[nH]c4ccsc4c3=O)cc2)c1	1.4	i
115	CCOc1ccccc1OCCCC(=O)NC1=NCCS1	0.67	i
116	COc1ccc(NCC(=O)N/N=C/C(C)c2ccccc2)cc1 (stereo not given)	-1.1	i
117	O=C1/C(=C\c2cccc(O)c2O)SC(=S)N1Cc1ccccc1	0.02	i
118	COc1ccc(C(=O)Nc2ncccc2C)cc1S(=O)(=O)N1CCCc2ccccc21	-0.02	i
119	COc1cc(C(F)(F)F)c(C(=O)N(C)Cc2cc(Cl)cc(Cl)c2)cn1	-0.67	i
120	CCCOC(=O)C1=C(C)NC2=C(C(=O)CCC2)C1c1ccc(N(C)C)cc1 (stereo not given)	2.6	i

Screening results deposited in PubChem by Johns Hopkins Ion Channel Center.

The order is random; any-hit rate near 1.6%.
